# L major viab = Leishmania major promastigote growth inhibition, primary screen; Leishmania major promastigotes, resazurin fluorescence viability; inhibition, % at 10 µM; 200,000 tested, 9% active; AID 1063, 2008; in the data active = inhibition above about 50%;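 also: promastigotes grown with compound for 44 hours at 28 °C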
# FLuc inhib CS = firefly luciferase enzyme inhibitors, primary screen, artefact control for luciferase-based inhibitor screens, biochemical, luminescence, ATPLite; Luciferin 4-monooxygenase (Photinus pyralis), P08659; 10 min; inhibition, % at 10 µM; 200,000 tested, 1.5% active;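 active = inhibition above about 50% when tested at 10 µM, limit read from the data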
# Target sequence (P08659 whole entry, looked up): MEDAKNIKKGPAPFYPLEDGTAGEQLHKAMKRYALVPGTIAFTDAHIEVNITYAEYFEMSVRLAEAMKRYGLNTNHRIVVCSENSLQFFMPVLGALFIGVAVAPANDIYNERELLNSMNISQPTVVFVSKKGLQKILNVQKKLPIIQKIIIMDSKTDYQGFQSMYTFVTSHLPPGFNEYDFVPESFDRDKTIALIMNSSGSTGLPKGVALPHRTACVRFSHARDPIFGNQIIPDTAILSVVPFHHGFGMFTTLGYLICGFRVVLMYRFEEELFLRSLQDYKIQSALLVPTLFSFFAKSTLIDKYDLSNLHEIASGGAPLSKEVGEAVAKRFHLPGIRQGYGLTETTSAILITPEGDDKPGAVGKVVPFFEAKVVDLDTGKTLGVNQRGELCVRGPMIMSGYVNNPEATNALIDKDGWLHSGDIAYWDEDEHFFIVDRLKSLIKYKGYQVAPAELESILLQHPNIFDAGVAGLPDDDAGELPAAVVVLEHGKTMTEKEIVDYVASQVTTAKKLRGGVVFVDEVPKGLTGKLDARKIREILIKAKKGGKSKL
# TNAP act hi DEA = TNAP activators at high phosphate acceptor level, primary screen, biochemical, luminescence, uHTS; Alkaline phosphatase, tissue-nonspecific isozyme (Homo sapiens), P05186; purified TNAP, CDP-star luminescence, 1 M DEA, 30 min; stronger effect = higher value; 0 = EDTA background, 1 = DMSO-only activity; activation factor at 20 µM; 200,000 tested, under 10 active;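 active = activation factor at least 2 at 20 µM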
# Target sequence (P05186 whole entry, looked up): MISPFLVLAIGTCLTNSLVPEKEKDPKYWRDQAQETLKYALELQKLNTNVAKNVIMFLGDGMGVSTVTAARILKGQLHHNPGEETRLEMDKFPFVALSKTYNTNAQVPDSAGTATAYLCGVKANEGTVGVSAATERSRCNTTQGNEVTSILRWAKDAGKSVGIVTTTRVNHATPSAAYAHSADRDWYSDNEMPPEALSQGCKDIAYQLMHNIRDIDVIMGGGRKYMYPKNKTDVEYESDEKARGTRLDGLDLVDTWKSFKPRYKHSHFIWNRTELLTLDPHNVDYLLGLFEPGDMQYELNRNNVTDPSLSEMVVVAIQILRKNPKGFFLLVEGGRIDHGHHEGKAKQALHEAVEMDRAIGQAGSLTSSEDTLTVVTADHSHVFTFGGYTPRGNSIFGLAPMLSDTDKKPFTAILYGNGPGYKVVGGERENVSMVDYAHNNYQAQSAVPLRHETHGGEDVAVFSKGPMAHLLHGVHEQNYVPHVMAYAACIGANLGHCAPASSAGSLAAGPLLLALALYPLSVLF
#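 Test system – human TNAP · Doses – 20 µM single point · Incubation – 30 min, room temperature · Signal – luminescent substrate turnover signal · Read-out basis – activation factor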
# TNAP inh hi DEA = human TNAP enzyme inhibitors, primary screen, biochemical, luminescent, high phosphate acceptor level, uHTS. Alkaline phosphatase, tissue-nonspecific isozyme (Homo sapiens), P05186. purified TNAP, CDP-star luminescence, 1 M DEA. inhibition, % at 20 µM. 200,000 tested, 0.03% active;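 active = over 50% inhibition of tissue-nonspecific alkaline phosphatase at 20 µM in the single-dose screen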;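 also: plate controls were DMSO wells for no effect and EDTA-quenched wells as full inhibition for full effect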
# bIAP inhibitor = bovine intestinal alkaline phosphatase inhibitors, primary screen, selectivity assay for TNAP inhibitor project, biochemical, bovine IAP, CDP-star luminescence. purified bovine IAP, 30 min. alkaline phosphatase, intestinal [Bos taurus]. inhibition, % at 20 µM. AID 1019, 2008. 190,000 tested, under 10 active;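 active = over 50% inhibition of intestinal alkaline phosphatase at 20 µM in the single-dose screen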
#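 Incubation: 30 min reaction at room temperature / Material: purified bovine intestinal alkaline phosphatase (IAP) enzyme / Input: enzyme at 1/65,000,000 dilution / Dosing: 20 µM single dose / Signal: CDP-star luminescence signal / Reagent: CDP-star chemiluminescent phosphatase substrate, 30 µM final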
# RAM network inh = inhibitors of the yeast RAM network, primary screen, dse1pr::URA3 reporter, 5-FOA selection | S. cerevisiae dse1pr::URA3 reporter, 5-FOA growth OD615, 2 d; analog-sensitive cbk1-as2 kinase mutant strain | inhibition, % at 50 µM | 190,000 tested, 1.8% active;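 active = inhibition above a set limit, 3 SD over mean compound inhibition, cut at about 8.4% in these data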;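 also: 0% = DMSO-only wells with no growth and 100% = 10 µM 1-NA-PP1 full growth; inhibition rescues growth on 5-FOA so higher OD means more RAM inhibition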
# APP transl inh = inhibitors of APP translation via 5'UTR reporter, primary screen, APP 5'UTR luciferase, SH-SY5Y cells; inhibition, % at 2 µM; 190,000 tested, 0.82% active; AID 1285, 2008; SH-SY5Y APP 5'UTR-luciferase reporter, luminescence;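 active = inhibition above a set limit, derived from the sample mean plus 3 SD, cut at about 45% in these data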; also: values of inactives mirror those of a sister screen read the other way
# bIAP activator = bovine intestinal alkaline phosphatase activators, primary screen, biochemical, bovine IAP, CDP-star luminescence. alkaline phosphatase, intestinal [Bos taurus]. purified bovine IAP, 30 min; stronger effect = higher value; fold of DMSO-control signal, blank-subtracted. activation factor at 20 µM. 200,000 tested, 0.17% active. AID 1016, 2008;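 active = activation factor of 2 or more at 20 µM, a signal rise over negative controls twice the positive control's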
# FLuc act counter = FLuc activators, initial screening, artefact control for FLuc-dependent activation tests, biochemical, ATPlite luminescence | Luciferin 4-monooxygenase (Photinus pyralis), P08659 | ATPlite luciferase biochemical, 10 min; 0 = ATP-free wells, 1 = DMSO control | activation factor at 10 µM | 200,000 tested, under 10 active | AID 1027, 2008;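 active = luciferase activation factor, scaled between plate controls, of at least 2 with compound at 10 µM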
#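 test system = cell-free luciferase reagent | medium = PBS as buffer for the ATP substrate | dosing = test compounds dosed from 2 mM stocks in 100% DMSO | incubation = 10 min at ambient temperature | detection = luminescence measurement of luciferase light output | benchmarks = low control with PBS replacing ATP, high control enzyme plus ATP without compound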
# TNAP inh no acc = human TNAP enzyme inhibitors, primary screen, biochemical, luminescent, no phosphate acceptor, uHTS | purified TNAP, CDP-star luminescence, 30 min | inhibition, % at 20 µM | 200,000 tested, 0.26% active;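 active = tissue-nonspecific alkaline phosphatase inhibition above about 50% at 20 µM in the single-dose screen, limit read from the data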;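 also: 0% = DMSO negative control and 100% = EDTA positive control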
# Numbers without * were called inactive; . = not tested or not shown.
cpd	compound	L major viab	FLuc inhib CS	TNAP act hi DEA	TNAP inh hi DEA	bIAP inhibitor
1	N#CC1=C(N)Oc2cc(O)ccc2C1c1cccs1 (stereo not given)	-6	-4	1	4	14
2	CCCCC(CC)C(=O)Nc1ccc(Nc2ccccc2)cc1 (stereo not given)	99*	-5	1	-2	7
3	CCCCOc1cccc(C(=O)NNC(=S)NC2CCCCC2)c1	11	-1	1	0	4
4	Cc1ccc(NC(=O)NC(=O)CSc2n[nH]c(N)n2)c(C)c1	7	-6	1	-3	-28
5	Fc1ccc(C2CCCN2Cc2nc(Cc3ccccc3)no2)cc1 (stereo not given)	-5	3	1	2	1
6	COC(=O)c1cccnc1-n1c(=O)c2cccnc2n(Cc2cccc(OC)c2)c1=O	2	-8	1.1	-6	-2
7	CCOC(=O)c1c(-c2ccccc2)csc1N1C(=O)Nc2ccccc2N1O	-6	-1	1	-1	0
8	Cc1cc(C)c(S(=O)(=O)N2CCN(C)CC2)c(C)c1	2	-9	1.1	-10	18
9	Cc1nnc(SCC(=O)Nc2nc3c(s2)CC(C)CC3)s1 (stereo not given)	-3	2	1	-5	10
10	CCSc1nnc2c(Cl)cc(Cl)cn12	7	-7	1.1	-10	9
11	CC(=O)c1cccc(NC(=S)NC(=O)CC(C)(C)C)c1	5	-7	1	-4	8
12	CC(C)NS(=O)(=O)c1ccc(CCC(=O)N2CCCCC2)cc1	11	-8	1.1	-9	0
13	CC(=O)N(O)CCCCCNC(=O)CCC(=O)N(O)CCCCCNC(=O)CCC(=O)N(O)CCCCCN	-13	2	1	4	6
14	O=C(O)c1cc2ccc3ccccc3c2[nH]1	3	5	1	-4	6
15	O=C(OCC(=O)N1CCN(C(=O)c2ccco2)CC1)c1ccccc1OCc1ccc(Cl)cc1	29	2	1	-2	2

cpd	RAM network inh	APP transl inh	bIAP activator	FLuc act counter	TNAP inh no acc
1	1.8	-9	0.9	1	-1
2	4.8	-10	0.9	1	-12
3	0.2	.	1	1	-16
4	0.8	-19	1.3	1.1	-40
5	-0.8	-9	1	1	-6
6	3.4	-19	1	1.1	-2
7	1.9	-4	1	1	-2
8	1.0	-17	0.8	1.1	-21
9	5.0	-21	0.9	1	-13
10	0.5	7	0.9	1.1	-7
11	-1.8	-29	0.9	1.1	-13
12	-0.5	7	1	1.1	-14
13	-0.3	13	0.9	1	-89
14	-1.3	-1	0.9	0.9	-12
15	5.4	-12	1	1	-10

# Part of the list above in another layout:
no.	mol	L major viab	FLuc inhib CS	TNAP act hi DEA	TNAP inh hi DEA	bIAP inhibitor	RAM network inh	APP transl inh	bIAP activator	FLuc act counter	TNAP inh no acc
9	Cc1nnc(SCC(=O)Nc2nc3c(s2)CC(C)CC3)s1 (stereo not given)	-3	2	1	-5	10	5.0	-21	0.9	1	-13
14	O=C(O)c1cc2ccc3ccccc3c2[nH]1	3	5	1	-4	6	-1.3	-1	0.9	0.9	-12
2	CCCCC(CC)C(=O)Nc1ccc(Nc2ccccc2)cc1 (stereo not given)	99*	-5	1	-2	7	4.8	-10	0.9	1	-12
5	Fc1ccc(C2CCCN2Cc2nc(Cc3ccccc3)no2)cc1 (stereo not given)	-5	3	1	2	1	-0.8	-9	1	1	-6

# Further structures follow.
cpd	compound	L major viab	FLuc inhib CS	TNAP act hi DEA	TNAP inh hi DEA	bIAP inhibitor
16	c1ccc2c(-c3cc(C4CCNCC4)[nH]n3)cccc2c1	36	-8	1	-4	-8
17	O=C(NCc1ccccc1Cl)C1CCN(c2cnccn2)CC1	8	-2	1	-1	-3
18	CCOc1cccc(/C=N/NC(=O)CC2C(=O)NN=C2C)c1O (stereo not given)	-9	-1	1	2	-73
19	C=CCn1c(C2CC2)n[nH]c1=S	-7	-5	1	-1	-3
20	O=C(COC(=O)Cc1ccc(Br)cc1)NC12CC3CC(CC(C3)C1)C2	-8	-11	1.1	-8	9
21	O=c1[nH]c(-c2ccccc2)cs1	-2	-8	1	-2	3
22	O=C1c2ccccc2C(=O)c2c1ccc1c(=O)n(-c3ccccc3)[nH]c21	27	-2	0.9	8	-4
23	CCOC(=O)c1cc(-c2ccc3c(c2)OCCO3)nc2c1c(C)nn2CCC#N	24	-3	1	4	-6
24	O=C(c1ccc(S(=O)(=O)Nc2ccccc2)cc1)N1CCOCC1	4	-7	1.1	-8	9
25	O=C(CCS(=O)(=O)Cc1ccccc1)Nc1nc2c(s1)CCCC2	13	-7	1	0	12
26	CCOC(=O)N1CCN(C(=O)CS(=O)Cc2nc(-c3cccc(C)c3)oc2C)CC1 (stereo not given)	-6	-7	1.1	-8	3
27	COc1ccc(Nc2nc3c(C)cccn3c(=O)c2C=NCc2ccccc2)cc1	63*	4	1	5	-5
28	O=C(Nc1ccccc1N1CCCCC1)c1ccccc1F	5	-1	1	-3	39
29	CC(C)CC(=O)Nc1nc2ccc(S(C)(=O)=O)cc2s1	-4	-2	1	-2	2
30	CCOc1ccc(S(=O)(=O)Nc2nc3ccccc3nc2N2CCN(C)CC2)cc1	100*	-2	1	0	-10

cpd	RAM network inh	APP transl inh	bIAP activator	FLuc act counter	TNAP inh no acc
16	2.5	-10	1.1	1.1	21
17	-0.9	-19	1	1	-6
18	0.5	6	1.7	1	-72
19	2.1	-34	1	1.1	-6
20	5.2	-2	0.9	1.1	1
21	0.4	11	1	1.1	-4
22	6.4	-15	1	1	0
23	9.0*	16	1.1	1	1
24	0.5	1	0.9	1.1	-17
25	2.4	-5	0.9	1.1	-6
26	1.0	.	1	1.1	-7
27	7.8	-4	1	1	1
28	0.5	32	0.6	1	-9
29	0.6	5	1	1	-4
30	3.0	-18	1.1	1	-9

# Next part
cpd	compound	L major viab	FLuc inhib CS	TNAP act hi DEA	TNAP inh hi DEA	bIAP inhibitor
31	O=C(Nc1ccn(C2CC(OC(=O)c3ccccc3)C(CO)O2)c(=O)n1)c1ccccc1 (stereo not given)	4	-6	1	-4	10
32	Cc1ccc(C(=O)N/C(=C\c2ccco2)C(=O)NCCc2c[nH]c3ccccc23)cc1	8	6	1	-1	.
33	CCOC(=O)N1CCN(c2ccc([N+](=O)[O-])cc2F)CC1C (stereo not given)	43	-7	1	2	1
34	CC(C(=O)Nc1ccc(N2CCOCC2)cc1)N1C(=O)c2ccccc2C1=O (stereo not given)	-10	-10	1	-4	5
35	CC1(C)OC(=O)C2(Cc3ccccc3N3CCCCC32)C(=O)O1 (stereo not given)	-5	-1	1	-2	-2
36	O=C(NCc1cccs1)C1CCC(CNS(=O)(=O)c2ccccc2)CC1 (stereo not given)	-4	-7	1.1	-8	-1
37	O=C(c1cnn2c(C(F)F)cc(-c3ccccc3)nc12)N1CCc2ccccc21	-7	-5	1.1	-7	6
38	O=C(Nc1nnc(-c2ccccc2Cl)s1)C1CCN(S(=O)(=O)c2ccc(Cl)cc2)CC1	-1	-9	1	-3	-8
39	COc1ccc(CNC(=O)C(OC(=O)c2nsc(Cl)c2Cl)C(C)C)cc1 (stereo not given)	-9	-3	1	-2	-8
40	COC(=O)c1cc(NS(=O)(=O)c2ccc(N3CCOCC3)c(N)c2)cc(C(=O)OC)c1	26	-5	1	-3	2
41	Cn1c(=O)c2c(nc(CN3CCC(C(N)=O)CC3)n2CCCc2ccccc2)n(C)c1=O	0	-8	1	-1	0
42	O=C(N/N=C/c1ccccn1)c1ccccc1	-7	56*	0.9	8	26
43	COc1ccc(/C=C/C(=O)NCCN=C2NS(=O)(=O)c3ccccc32)cc1	-6	8	1	-4	18
44	CCC(=C(c1ccc(OC)cc1)c1ccc(OC)cc1)c1cn(CC(O)CN(CCO)CCO)c2ccccc12 (stereo not given)	69*	-6	1	-1	-22
45	O=C(O)c1ccc(COc2ccc(CO)cc2Cl)cc1	-10	20	1	-2	-2

cpd	RAM network inh	APP transl inh	bIAP activator	FLuc act counter	TNAP inh no acc
31	5.1	-3	0.9	1.1	-14
32	1.6	-6	0.4	0.9	-11
33	-0.5	10	1	1.1	-10
34	0.8	16	1	1.1	-8
35	0.8	6	1	1	-7
36	3.6	-7	1	1.1	-17
37	5.7	-25	0.9	1.1	-10
38	3.2	-38	1.1	1.1	-1
39	4.3	22	1.1	1	-5
40	5.6	-9	1	1	-1
41	-0.4	-6	1	1.1	-7
42	1.2	-23	0.7	0.4	-12
43	-0.1	18	0.8	0.9	-4
44	-2.2	-3	1.2	1.1	-33
45	2.1	-17	1	0.8	-12

# Screen by screen, quoted from above.
# L major viab, entries 38–45, in order: -1, -9, 26, 0, -7, -6, 69*, -10
# FLuc act counter, entries 38–45, in order: 1.1, 1, 1, 1.1, 0.4, 0.9, 1.1, 0.8

# Additional entries follow.
cpd	compound	L major viab	FLuc inhib CS	TNAP act hi DEA	TNAP inh hi DEA	bIAP inhibitor
46	Cc1nc(N)sc1C(=O)Nc1ccccc1	-4	16	1	1	8
47	CCCc1nn(C)c(C(N)=O)c1[N+](=O)[O-]	-5	-5	1	2	8
48	O=C(Nc1cccc([N+](=O)[O-])c1)Nc1ccc(Cl)cn1	0	-6	1.1	-7	0
49	CCCC(=O)Nc1nc(C)c(-c2csc(Nc3cc(OC)ccc3OC)n2)s1	47	-10	1	-4	2
50	Cc1ccc(NC(=O)CSc2n[nH]c(C)c2[N+](=O)[O-])cc1	49	-4	1	-4	12
51	COc1cc(O)sc1C=Nc1ccc(Cl)cc1	36	-2	1	-3	3
52	O=C(Nc1ccc(OC(F)(F)F)cc1)C1CCCN(S(=O)(=O)c2cccnc2)C1 (stereo not given)	18	-1	1.1	-6	14
53	Cc1cc(C)c2sc(N(CCCN(C)C)C(=O)c3ccc(Br)s3)nc2c1	54*	-4	1	-3	22
54	COc1ccc(S(=O)(=O)Nc2cc(Sc3ncn[nH]3)c(O)c3ccccc23)cc1	100*	-1	1	4	5

cpd	RAM network inh	APP transl inh	bIAP activator	FLuc act counter	TNAP inh no acc
46	0.7	-16	0.9	0.8	-8
47	1.1	23	0.9	1	-2
48	1.4	10	1	1.1	-18
49	2.6	-2	1	1.1	6
50	5.1	10	0.9	1	-11
51	5.0	-34	1	1	-12
52	1.9	-23	0.9	1	-10
53	0.0	-8	0.8	1	-10
54	2.2	9	0.9	1	29

# Some values from the results shown.
# For APP transl inh, compound 22 is entered as -15
# For TNAP inh hi DEA, compound 27 is entered as 5
# For APP transl inh, compound 18 is entered as 6
# For TNAP inh hi DEA, compound 45 is entered as -2
# For bIAP inhibitor, compound 36 is entered as -1

# Screens as filed in PubChem BioAssay.
